# KAT2A inh: qHTS Assay for Inhibitors of GCN5L2; Histone acetyltransferase KAT2A (Homo sapiens), Q92830; GCN5L2 HAT assay, ThioGlo1 CoA-SH fluorescence; Potency, µM (highest dose often 58.9 µM), without a hit: at the top dose activity change, negative = inhibition, hits mostly inhibitors; 390,000 compounds, 0.21% hits
# Target sequence (Q92830 whole entry, looked up): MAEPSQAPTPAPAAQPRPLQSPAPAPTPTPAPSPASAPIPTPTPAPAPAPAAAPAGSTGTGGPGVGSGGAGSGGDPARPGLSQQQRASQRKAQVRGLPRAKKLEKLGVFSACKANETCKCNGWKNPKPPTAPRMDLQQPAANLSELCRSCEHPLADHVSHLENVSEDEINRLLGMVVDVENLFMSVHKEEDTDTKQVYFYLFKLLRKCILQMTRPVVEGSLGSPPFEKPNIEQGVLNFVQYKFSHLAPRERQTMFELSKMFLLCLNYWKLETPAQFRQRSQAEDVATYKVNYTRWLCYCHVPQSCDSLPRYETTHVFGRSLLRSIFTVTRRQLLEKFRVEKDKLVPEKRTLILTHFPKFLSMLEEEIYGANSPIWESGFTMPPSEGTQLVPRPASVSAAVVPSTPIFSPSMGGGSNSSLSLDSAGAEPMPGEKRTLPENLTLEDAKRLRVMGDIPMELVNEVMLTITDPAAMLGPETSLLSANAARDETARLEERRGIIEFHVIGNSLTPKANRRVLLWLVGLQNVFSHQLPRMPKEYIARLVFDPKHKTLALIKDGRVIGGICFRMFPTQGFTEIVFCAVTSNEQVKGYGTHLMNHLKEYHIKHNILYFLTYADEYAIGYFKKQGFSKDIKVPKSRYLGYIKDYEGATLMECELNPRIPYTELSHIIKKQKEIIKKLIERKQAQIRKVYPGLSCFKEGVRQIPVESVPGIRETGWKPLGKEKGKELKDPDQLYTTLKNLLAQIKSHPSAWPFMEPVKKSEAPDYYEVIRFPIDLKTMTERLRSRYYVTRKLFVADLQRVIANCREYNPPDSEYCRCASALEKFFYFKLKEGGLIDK
#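 Free CoA generated was detected with ThioGlo1 (50uM) fluorescence at Ex340nm/Em540nm, read immediately and after 20 min at room temperature. Enzyme, 20 nM in HEPES pH 7.5 buffer, saw compounds 15 min before adding 75uM H3(1-25) peptide and 70uM acetyl-CoA.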
# DT40 TDP1 no CPT: qHTS for Inhibitors of human tyrosyl-DNA phosphodiesterase 1 (TDP1): qHTS in cells in absence of CPT | Potency, µM (titrated, usually from 46.2 µM), inactives show at the highest dose activity change, negative = growth inhibition, usual class: inhibitors | DT40 Tdp1-/- hTDP1 cells, no CPT, ATP luminescence, 48 h | 420,000 compounds, 15% hits; note: nearly all actives have a fitted effect of over 55% in size
#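 Readout: luminescence from CellTiter-Glo after 30 min in the dark at RT. Cells: DT40 Tdp1-/- with stable hTDP1, 400/well. Exposure: compounds alone, ≥48 hr, 37 °C.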
# TDP1 cell CPT: qHTS for Inhibitors of human tyrosyl-DNA phosphodiesterase 1 (TDP1): qHTS in cells in presence of CPT; chicken DT40 Tdp1-/-;hTDP1 cells + 20 nM CPT, ATP luminescence, 48 h; Potency, µM (doses to about 46.2 µM), for the others: top-dose activity change, negative = growth inhibition, hits mostly inhibitors; 420,000 compounds, 12% hits; note: nearly all actives have a fitted effect of over 55% in size
#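 Chicken DT40 Tdp1-/- cells complemented with human TDP1, 400 cells/well, exposed to compounds plus 20 nM camptothecin for at least 48 h at 37 C; viability read as ATP content by CellTiter-Glo luminescence.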
# Active calls of the source: *; u = inconclusive; x = not tested or not shown; [ ] = remark or other dose. Calls come from the whole dose curve; as a rule, active = well fitted curve in the direction sought with a large enough effect; inconclusive = small, poorly fitted or top-dose-only effect, or another doubt; inactive = no such curve, though single readings can be large; an effect the other way counts as inactive or inconclusive. % is set by controls: 0 for no effect and ±100 for the full control effect; potency is the fitted concentration of half-maximal effect.
[1] CC(Oc1ccccc1Cl)C(=O)N(Cc1cccs1)C1CCS(=O)(=O)C1 (centres undefined)
[2] Cc1sc(NC(=O)COc2ccccc2)c(C#N)c1C
[3] CC(C(=O)OCC(=O)c1ccc(F)cc1)N1C(=O)C2C3C=CC(C3)C2C1=O (centres undefined)
[4] COC(=O)CCSc1nccn1Cc1ccccc1
[5] N#CCc1c(C#N)c(N)nc(N2CCCC2)c1C#N
[6] COc1ccc(-c2noc(-c3ccccc3Cl)n2)cc1OC
[7] CC(=O)NC(c1ccccc1)c1nc(-c2ccc(C)c(C)c2)cs1 (centres undefined)
[8] Cc1ccc(S(=O)(=O)N2CCCC2CNC(=O)C(=O)NC2CCCC2)cc1 (centres undefined)
Assay by compound | 1 | 2 | 3 | 4 | 5 | 6 | 7 | 8
KAT2A inh | 0% | u | -5% | x | x | -6% | x | 3%
DT40 TDP1 no CPT | u | u | 5% | 3% | -12% | -18% | 18µM* | u
TDP1 cell CPT | -24% | u | -2% | -2% | 16% | -10% | 16µM* | u

# Three entries out of the list, sorted by molecular weight, rising:
[7] CC(=O)NC(c1ccccc1)c1nc(-c2ccc(C)c(C)c2)cs1 (centres undefined)
[3] CC(C(=O)OCC(=O)c1ccc(F)cc1)N1C(=O)C2C3C=CC(C3)C2C1=O (centres undefined)
[1] CC(Oc1ccccc1Cl)C(=O)N(Cc1cccs1)C1CCS(=O)(=O)C1 (centres undefined)
Assay by compound | 7 | 3 | 1
KAT2A inh | x | -5% | 0%
DT40 TDP1 no CPT | 18µM* | 5% | u
TDP1 cell CPT | 16µM* | -2% | -24%

# Structural class: the entries above with a Cl atom (two)
[1] CC(Oc1ccccc1Cl)C(=O)N(Cc1cccs1)C1CCS(=O)(=O)C1 (centres undefined)
[6] COc1ccc(-c2noc(-c3ccccc3Cl)n2)cc1OC
Assay by compound | 1 | 6
KAT2A inh | 0% | -6%
DT40 TDP1 no CPT | u | -18%
TDP1 cell CPT | -24% | -10%

# Further entries.
[9] COC(=O)c1ccc(NC(=O)c2ccc(NC(=O)C3CCCO3)cc2)cc1 (centres undefined)
[10] Cc1ccc(Cn2cccc(NC(=O)CCC3CCCC3)c2=O)cc1
[11] O=C(OCc1cncs1)c1ccccc1Cl
[12] O=C(Nc1ccc2c(c1)OCCO2)c1cnc2ccccn2c1=O
[13] CCN(CC)S(=O)(=O)c1cccc(-n2c(O)c(C=Nc3ccccc3C(=O)O)c3ccccc3c2=O)c1
[14] CCCn1c(=O)c2c(C(F)(F)F)cc(-c3ccco3)nc2n(CCC)c1=O
[15] CCc1ccc(NC(=O)c2ccc3c(c2)CCN3S(C)(=O)=O)cc1
[16] O=C(O)CC1(CC(=O)Nc2cccc(C(=O)O)c2)CCCC1
Assay by compound | 9 | 10 | 11 | 12 | 13 | 14 | 15 | 16
KAT2A inh | 1% | -27% | 9% | x | -16% | -15% | x | 0%
DT40 TDP1 no CPT | u | -12% | 3% | u | 2.1µM* | -11% | 26µM* | 5%
TDP1 cell CPT | u | 4% | 12% | -22% | 4.1µM* | -32% | u | 6%

[17] O=C(Cc1ccccc1)NCC(=O)N1CCN(c2ccccc2)CC1
[18] CCOC(=O)c1cn(Cc2ccc(Br)cc2)nn1
[19] COc1ccc(NC(=O)CN(C)C(=O)c2ccc(NC3CC3)c([N+](=O)[O-])c2)cc1
[20] COc1ccc(COC(=O)C2=C(C)NC(=O)NC2c2ccccc2)cc1 (centres undefined)
[21] Cc1cc(C)n2nc(SCc3nnc(SCc4ccccc4C)s3)nc2n1
[22] CC(=O)Nc1ccc(N2C(=O)CC(Sc3nc4ccccc4s3)C2=O)cc1 (centres undefined)
[23] Cc1ccc(S(=O)(=O)N2C[C@]3(O)C[C@@H]4C(=O)N(c5ccccc5)C(=O)[C@@H]4C[C@]3(OC(=O)Nc3cccs3)C2)cc1
[24] Cc1ccc(NC(=O)/C(=C\c2cccnc2)NC(=O)c2ccco2)cc1
Assay by compound | 17 | 18 | 19 | 20 | 21 | 22 | 23 | 24
KAT2A inh | -4% | -3% | -16% | -4% | -6%[0.501 µM] | 22% | x | u
DT40 TDP1 no CPT | 7% | -21% | -5% | -17% | u | u | u | 2%
TDP1 cell CPT | -7% | 14% | u | -23% | u | u | u | -5%

# Fetched one by one from above:
[17] O=C(Cc1ccccc1)NCC(=O)N1CCN(c2ccccc2)CC1
[21] Cc1cc(C)n2nc(SCc3nnc(SCc4ccccc4C)s3)nc2n1
[23] Cc1ccc(S(=O)(=O)N2C[C@]3(O)C[C@@H]4C(=O)N(c5ccccc5)C(=O)[C@@H]4C[C@]3(OC(=O)Nc3cccs3)C2)cc1
[20] COc1ccc(COC(=O)C2=C(C)NC(=O)NC2c2ccccc2)cc1 (centres undefined)
[18] CCOC(=O)c1cn(Cc2ccc(Br)cc2)nn1
[19] COc1ccc(NC(=O)CN(C)C(=O)c2ccc(NC3CC3)c([N+](=O)[O-])c2)cc1
[22] CC(=O)Nc1ccc(N2C(=O)CC(Sc3nc4ccccc4s3)C2=O)cc1 (centres undefined)
Assay by compound | 17 | 21 | 23 | 20 | 18 | 19 | 22
KAT2A inh | -4% | -6%[0.501 µM] | x | -4% | -3% | -16% | 22%
DT40 TDP1 no CPT | 7% | u | u | -17% | -21% | -5% | u
TDP1 cell CPT | -7% | u | u | -23% | 14% | u | u

# Additional results follow.
[25] COc1ccc(-n2cc(CNCc3cnc4ccccn34)c(-c3cccc(F)c3)n2)cc1
[26] O=C(COC(=O)c1cnc(Cl)c(Cl)c1)NCc1ccco1
[27] COC(=O)CCC(=O)Nc1ccc(C)cc1OC(=O)CCC(=O)OC
[28] COc1ccc(-c2nc(CN3CCN(C(=O)c4ccco4)CC3)c(C)o2)cc1OC
[29] CCCCc1cn([C@@H](CCCCNC(=O)OC(C)(C)C)C(=O)N2CCN(C(=O)OC(C)(C)C)CC2)nn1
[30] COc1ccc(NC(=O)CSc2nnc(-c3ccccn3)n2N)cc1
[31] CCOc1cc(-c2cc(-c3ccccc3)nc(N)c2C#N)ccc1O
[32] COc1ccc(NC(=O)CSc2nc3c(c(=O)[nH]2)CCC3)cc1OC
Assay by compound | 25 | 26 | 27 | 28 | 29 | 30 | 31 | 32
KAT2A inh | -19% | -24% | 0% | -6% | -4% | -8% | -5% | 5%
DT40 TDP1 no CPT | u | 15% | -3% | -15% | u | -5% | u | -26%
TDP1 cell CPT | u | 0% | -10% | 2% | u | -9% | 23µM* | -14%

[33] CC1(c2cccc3ccccc23)OC(=O)c2ccccc21 (centres undefined)
[34] CC([NH2+][O-])C(C)(C)NO (centres undefined)
[35] CCN1CCN(C2=C(NS(=O)(=O)c3ccc(NC(C)=O)cc3)C(=O)c3ccccc3C2=O)CC1
[36] O=[N+]([O-])c1cccc(CN2CCCCCC2)c1
[37] O=C(NCC1CCCO1)C1CCCN1C(=O)Nc1ccc(Cl)cc1 (centres undefined)
[38] Cc1ccc(OCCNC(=O)CCNS(=O)(=O)c2ccc3ccccc3c2)cc1
[39] CCCN(C(=O)COC(=O)c1cc(CC)c(C)s1)c1c(N)n(Cc2ccccc2)c(=O)[nH]c1=O
[40] CCCn1ccc2c(OCC(=O)NCc3ccc(C)cc3)cccc2c1=O
Assay by compound | 33 | 34 | 35 | 36 | 37 | 38 | 39 | 40
KAT2A inh | x | 2% | -20% | -3% | 2% | 2% | -4% | -6%
DT40 TDP1 no CPT | u | 1% | 21µM* | -8% | -4% | u | u | u
TDP1 cell CPT | u | 1% | 16µM* | 0% | 21% | u | -28% | -20%

[41] CC(=O)c1cccc(NC(=O)c2ccc(NS(C)(=O)=O)cc2)c1
[42] O=C(COc1ccc2ccccc2c1Br)NCc1ccccn1
[43] COc1ccc(C(=O)NCCc2csc(-c3ccc(Cl)cc3)n2)c(OC)c1
[44] CC(NC(=O)C1CCCN(C(=O)N(C)C)C1)c1ccccc1 (centres undefined)
[45] COc1ccc(C2c3c(n(C)c4ccccc34)C(=O)N2CC(=O)Nc2c(C)cc(C)cc2C)cc1 (centres undefined)
[46] O=C(Cn1cc(/C=N/NC(=O)c2ccccc2Br)c2ccccc21)Nc1ccc(F)cc1
[47] Cc1csc(NC(=O)c2cccc([N+](=O)[O-])c2C(=O)O)n1
[48] CCOc1ccc(NC(=O)CNc2ccc(C)cc2Cl)cc1
Assay by compound | 41 | 42 | 43 | 44 | 45 | 46 | 47 | 48
KAT2A inh | -2% | -6% | 3% | 1% | -6% | -11% | -4% | -4%
DT40 TDP1 no CPT | -13% | u | 23µM* | 1% | u | -30% | 5% | -10%
TDP1 cell CPT | 4% | -24% | u | 1% | u | -27% | -2% | u

[49] CN(C)c1nc(OCC(=O)NC(C)(C)C)nc(N(C)C)n1
[50] Cc1cc(C)nc(Sc2nc(C)nc3c2oc2ccccc23)n1
[51] COc1ccc(COC(=O)C2=C(C)NC(=O)NC2c2ccc(OC)c(OC)c2)cc1 (centres undefined)
[52] O=C(CSc1nnnn1-c1ccc(F)cc1)NCc1cccs1
[53] CCOC(=O)c1cc(S(=O)(=O)N2CCN(c3cc(Cl)ccc3C)CC2)[nH]n1
[54] CCCCNC(=O)C1c2cc(OC)c(OC)cc2C(=O)N(C)C1c1ccc(OC)cc1 (centres undefined)
[55] Cc1ccc2oc(=O)n(CC(=O)OCCC(C)C)c2c1
[56] Cc1ccc(C)c(N2C(=O)C3C4C=CC(CC4)C3C2=O)c1 (centres undefined)
Assay by compound | 49 | 50 | 51 | 52 | 53 | 54 | 55 | 56
KAT2A inh | -7% | -6% | 0% | -6% | -15% | 0% | 0% | -16%
DT40 TDP1 no CPT | 16% | 23µM* | u | u | u | -14% | 23% | 7%
TDP1 cell CPT | 4% | u | -9% | -13% | 12µM* | -17% | 7% | 10%

[57] COc1cccc(C(=O)N(Cc2ccco2)Cc2cc3cccc(C)c3[nH]c2=O)c1
[58] Cc1cccc(NC(=O)C2CCCN(C(=O)Nc3ccccc3)C2)c1C (centres undefined)
[59] COc1ccc(C(=O)Nc2nonc2-c2ccc(OC)c(OC)c2)cc1Cl
[60] Cn1c(CNC(=O)c2ccccc2F)nnc1SCC(=O)Nc1nncs1
[61] COc1cc(S(=O)(=O)n2ccc(C)n2)c(C)cc1C
[62] O=C1C2C3C=CC(C2C(=O)N1CCO)C1C(=O)N(CCO)C(=O)C31 (centres undefined)
[63] COc1ccc(OC)c(C(=O)COC(=O)c2cccnc2SC)c1
[64] NS(=O)(=O)c1ccc(NC(=S)NCc2cccs2)cc1
Assay by compound | 57 | 58 | 59 | 60 | 61 | 62 | 63 | 64
KAT2A inh | -1% | -1% | 1% | -1% | x | 0% | -5% | -6%
DT40 TDP1 no CPT | u | -16% | 23µM* | -11% | 9% | -9% | -24% | -25%
TDP1 cell CPT | u | -6% | u | -1% | -16% | -11% | 3% | 1%

[65] CCCCNC(=O)c1nn(C)c2c1CSc1ccccc1-2
[66] COC(=O)CCCCC1SCC(NC(=O)OC)C1NC(=O)OC (centres undefined)
[67] CCC(C)(C(=O)NC1CCCC1)N(C)C(=O)Cc1c[nH]c2ccccc12 (centres undefined)
[68] NC(N)=NNC(=O)c1ccccc1Cl
[69] O=C(c1cc2ccccc2o1)N(Cc1ccco1)Cc1cccs1
[70] O=C(c1cccc(O)c1)N1CCN(C(=O)C2CC2)CC1
[71] CCc1ccc(-c2nc(CN3CCCC(C(=O)NCCc4ccc(OC)c(OC)c4)C3)c(C)o2)cc1 (centres undefined)
[72] CN(C)c1ccc(C(=O)n2nnc3ccccc32)cc1
Assay by compound | 65 | 66 | 67 | 68 | 69 | 70 | 71 | 72
KAT2A inh | -8% | 0% | -6% | -8% | -5% | 2% | -15% | -5%
DT40 TDP1 no CPT | u | -4% | 2% | 2% | -25% | -3% | 13µM* | u
TDP1 cell CPT | 16µM* | -6% | 1% | -11% | -21% | -13% | 23µM* | 23µM*

[73] N#CC1(NC(=O)COC(=O)CCCN=C2NS(=O)(=O)c3ccccc32)CCCCC1
[74] Cc1cccc(NC(=S)N2CCCCC2)c1
[75] CCN(CC(=O)Nc1cccc(OC)c1)C(=O)c1cccc(S(=O)(=O)N2CCc3ccccc32)c1
[76] COc1ccc(C(=O)N2CCC(C(=O)Nc3ccc4c(c3)OCCO4)CC2)cc1
[77] O=C(Nc1cccc(NC(=O)C2CC2)n1)C1CC1
[78] CC1=C(c2ccc(C)cc2)S(=O)(=O)N=C1N1CCN(c2ccccc2)CC1
Assay by compound | 73 | 74 | 75 | 76 | 77 | 78
KAT2A inh | 0% | -1% | -7% | -3% | 0% | -8%
DT40 TDP1 no CPT | -10% | u | 16µM* | -4% | -6% | -13%
TDP1 cell CPT | -27% | u | 23µM* | -22% | -20% | -12%

# Screening data (PubChem)
